# USP2a inh – blocks human ubiquitin-specific protease USP2a | O75604 | AID 463254 | 330,000 compounds, 0.01% hits | USP2 core, Ub-CHOP2 coupled fluorogenic reporter, 485/531 | Potency, µM (doses to about 38.3 µM), for the others: at the highest dose activity change, negative = inhibition, actives largely listed as inhibitors;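 further: potency means the concentration at half of the fitted maximal effect; plate controls were DMSO wells for no effect and full inhibition by NEM control for full effect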
# Target sequence (O75604 whole entry, looked up): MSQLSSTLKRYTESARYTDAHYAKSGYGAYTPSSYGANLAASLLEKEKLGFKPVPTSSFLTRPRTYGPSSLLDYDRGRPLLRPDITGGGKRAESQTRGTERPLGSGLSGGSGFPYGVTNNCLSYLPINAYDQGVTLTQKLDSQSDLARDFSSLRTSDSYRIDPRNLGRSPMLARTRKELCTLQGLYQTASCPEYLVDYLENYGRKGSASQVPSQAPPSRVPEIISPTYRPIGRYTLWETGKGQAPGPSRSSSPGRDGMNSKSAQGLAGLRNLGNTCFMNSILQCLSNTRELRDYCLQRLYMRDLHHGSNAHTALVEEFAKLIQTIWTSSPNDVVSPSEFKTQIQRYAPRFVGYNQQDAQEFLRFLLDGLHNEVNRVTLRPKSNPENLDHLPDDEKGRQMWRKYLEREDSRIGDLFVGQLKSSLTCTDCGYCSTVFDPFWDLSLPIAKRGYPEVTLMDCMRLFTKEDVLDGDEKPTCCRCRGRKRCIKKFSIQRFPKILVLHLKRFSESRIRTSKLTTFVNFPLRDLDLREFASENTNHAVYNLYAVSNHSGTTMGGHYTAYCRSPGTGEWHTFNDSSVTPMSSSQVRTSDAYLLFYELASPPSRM
#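 USP2 core (10nM final) preincubated 30min RT with compound in 20mM Tris-HCl pH 8.0, 2mM CaCl2, 2mM beta-mercaptoethanol, 0.05% CHAPS; 25nM Ub-CHOP2 plus 25nM reporter substrate added, fluorescence (Ex485/Em531) read after 60min.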
# Eya2 inh – blocks the phosphatase activity of human Eya2. recombinant Eya2, OMFP fluorescence dephosphorylation (OMFP is methylfluorescein phosphate). O00167. AID 488837. Potency, µM (top dose mostly 76.9 µM), for the others: at the top dose activity, negative = inhibition, hits mostly inhibitors. 330,000 compounds, 0.006% hits; further: potency means the concentration at half of the fitted maximal effect; on the % scale 0 is the no-effect control and ±100 the full control effect
#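 Eya2 (0.2 uM) preincubated 10 min at ambient with compound, then OMFP substrate added at 50 uM; 10 min reaction in 50 mM HEPES pH 7.5, 50 mM NaCl, 5 uM MgCl2, 0.05% BSA, 1 mM DTT. Fluorescence read at Ex 485/Em 525 nm.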
# BRCA1 expr act – activators of BRCA1 expression; MCF7-BRCA1-FFLuc reporter, luminescence, 48 h; response scale: scaled: vehicle 0%, 10 µM genistein 100%; Potency, µM (titrated, usually from 46.1 µM), without a hit: at the top dose activation, most hits filed as activators; 380,000 compounds, 1.1% hits; AID 624202; further: potency means the concentration at half of the fitted maximal effect; nearly all actives have a fitted effect of over 80% in size; some results filed as inactive show a strong effect at the top dose
#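 Quantitative HTS in MCF7 cells stably reporting BRCA1 expression via firefly luciferase. Compound treatment lasts 48 h at 37 °C in phenol-red free MEM. Activation is expressed relative to genistein at 10 microM and DMSO.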
# TSG101-PTAP inh – blocks PTAP/TSG101 interaction to inhibit HIV-1 budding; Q99816; Fluorescence polarization, FITC-PTAP peptide / Tsg101 binding; Potency, µM (series often up to 115 µM), for the others: at the top dose activity change, negative = inhibition, actives largely listed as inhibitors; 340,000 tested, under 10 active; AID 493005; active means well fitted inhibition curve with a large enough effect in the main read-out, with a control signal flat, not every such curve was filed as active; inconclusive means small, poorly fitted or top-dose-only effect, or effect the other way, or a change in a side signal; inactive means no such curve, though single readings can be large or run the other way; further: potency means the concentration at half of the fitted maximal effect; % of control where 0% means no effect
# Target sequence (Q99816 whole entry, looked up): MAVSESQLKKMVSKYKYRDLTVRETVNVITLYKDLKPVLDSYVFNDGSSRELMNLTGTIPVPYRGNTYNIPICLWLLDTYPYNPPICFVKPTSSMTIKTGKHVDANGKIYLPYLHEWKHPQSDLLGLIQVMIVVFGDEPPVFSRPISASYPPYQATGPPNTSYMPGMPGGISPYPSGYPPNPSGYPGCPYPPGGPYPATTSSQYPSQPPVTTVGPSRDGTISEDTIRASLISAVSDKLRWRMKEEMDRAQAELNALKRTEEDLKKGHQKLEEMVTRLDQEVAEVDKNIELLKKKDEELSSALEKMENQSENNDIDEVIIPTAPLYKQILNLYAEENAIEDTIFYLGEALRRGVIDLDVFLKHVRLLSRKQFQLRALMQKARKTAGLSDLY
#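 Fluorescence polarization binding of Tsg101 binding domain (10 uM final) to FITC-labeled PTAP peptide (50 nM final) in HEPES pH 7.5 buffer with NaCl, Tween 20, EDTA, TCEP. Compounds added before peptide; binding 20 min at RT.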
# Integrin act MD – activators of alpha7 integrin expression for muscular dystrophy; alpha7betagal myoblasts, beta-gal FDG fluorescence, 48 h; Potency, µM (top dose mostly 38.3 µM), inactives show at the top dose activation, usual class: activators; 350,000 compounds, 0.064% hits; AID 624291;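 further: potency means the concentration at half of the fitted maximal effect; 100% = response of the positive control SU9516; nearly all actives have a fitted effect of over 60% in size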
#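 Alpha7betagal+/- myoblasts (passage 13) were plated 16-24 hr, then exposed to compounds (1:260 dilution of DMSO stock) for 48 hours at 37C. After MPER lysis, β-galactosidase reporter activity was read as FDG fluorescence (ex 480/em 540) after 30 minutes.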
# B2AR arrestin – beta2AR (human) beta-arrestin recruitment activity. P07550. beta-arrestin recruitment to beta2AR, cell-based reporter. Potency, µM (titrated, usually from 46.1 µM), for inactives: top-dose activation, hits mostly activators. 330,000 compounds, 0.02% hits. AID 492947;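 further: potency means the concentration at half of the fitted maximal effect; 0% = DMSO controls and full agonism = EC100 isoproterenol or metaproterenol; nearly all actives have a fitted effect of over 65% in size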
# ELG1 genotoxic – inducers of genotoxicity in HEK293T ELG1-luciferase cells | HEK293T ELG1-luciferase reporter, luminescence, 16 h | 330,000 compounds, 1.3% hits | Potency, µM (titrated, usually from 46 µM), without a hit: at the top dose activity change, positive = activation, usual class: activators; further: potency means the concentration at half of the fitted maximal effect; % of control where 0% means no effect; nearly all actives have a fitted effect of over 60% in size
#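 Step 1: seed 2,000 HEK293T ELG1-luciferase cells per well. Step 2: add compound or DMSO, incubate 16 hr at 37 °C. Step 3: ONE-Glo, 30 min at room temperature, read luminescence.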
# p53 reactivation – re-activators of mutant p53. H1299 p53-A138V BP100-luciferase reporter, luminescence, 24 h. Potency, µM (series often up to 92.2 µM), for inactives: top-dose activity change, positive = activation, hits mostly activators. 320,000 compounds, 0.063% hits. AID 504706; further: potency means the concentration at half of the fitted maximal effect; % of control where 0% means no effect; nearly all actives have a fitted effect of over 45% in size
#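 H1299 (p53-null), stable ts p53-A138V + BP100-Luc; 1000 cells/well, Opti-MEM/10% FBS; cpd 4 pt, 1:5; 24 h, 37 deg C, 5% CO2; detection reagent 10 min RT; luminescence.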
# S-ASM inh – blocks human secretory acid sphingomyelinase; placental ASM, HMU-PC fluorogenic substrate, 60 min; Potency, µM (highest dose often 57.5 µM), for the others: top-dose activity change, negative = inhibition, usual class: inhibitors; 340,000 compounds, 0.006% hits; AID 504937; further: potency means the concentration at half of the fitted maximal effect
#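 qHTS format. ASM enzyme prepared from human placenta hydrolyses the fluorogenic substrate HMU-PC0 (9 uM final) over 60 min at 37 °C after a 10 min compound preincubation.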
# uPA generation – inhibitors of cell surface uPA generation | AID 540303 | 330,000 compounds, 0.31% hits | cell surface uPA generation assay, qHTS | Potency, µM (series often up to 38.3 µM), for the others: top-dose activity change, negative = inhibition, actives largely listed as inhibitors; active means well fitted inhibition curve with a large enough effect; inconclusive means small, poorly fitted or top-dose-only effect; inactive means no such curve, though single readings can be large or run the other way; tested in mouse RAW 264.7 cells; further: potency means the concentration at half of the fitted maximal effect; on the % scale 0 is the no-effect control and ±100 the full control effect; nearly all actives have a fitted effect of over 55% in size
# TRPV1 agonist – activates the human vanilloid receptor TRPV1. TRPV1-expressing cells, Fluo-8 calcium influx, agonist mode. activation, % at 8.33 µM. 320,000 compounds, 0.19% hits; in the data active means activation above about 80%; inconclusive means between about 30% and that limit; further: 0% is about no effect
#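 TRPV1-expressing cells were cultured overnight at 35.5C and loaded with Fluo-8 calcium dye for 40 to 90 min at room temperature. After a 10 s baseline, compound was added and calcium influx was read kinetically for 3 min (ex 480/em 520 nm).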
# * hit, by the source's call; i = inactive; ? = inconclusive; · = no result given; [ ] = dose if it differs, or a comment. Unless noted, the call rests on the fitted dose curve; in most records, active means well fitted curve in the direction sought with a large enough effect; inconclusive means small, poorly fitted or top-dose-only effect, or another doubt; inactive means no such curve, though single readings can be large; an effect the other way counts as inactive or inconclusive.
SMILES,USP2a inh,Eya2 inh,BRCA1 expr act,TSG101-PTAP inh,Integrin act MD,B2AR arrestin,ELG1 genotoxic,p53 reactivation,S-ASM inh,uPA generation,TRPV1 agonist
COc1ccc(-c2csc(N3C(=O)C4C5c6ccccc6C(c6ccccc65)C4C3=O)n2)cc1 (stereo unspecified),1%,7%,-5%,-1%,22%,-0.4%,-1%,0%,-3%,-2%,0
COc1ccc(CNCCC(c2ccccc2)c2ccc3c(c2)OCO3)cc1 (stereo unspecified),-12%,-7%,-86%[inhibitor],-1%,-59%[inhibitor],0.0%,-5%,-8%,-4%,-15%,1
Cc1ccc(C(C)C)c(OCC(=O)NNC(=O)Nc2ccccc2)c1,·,·,-27%,7%,25%,·,·,·,-4%,3%,·
COc1ccc(C)cc1-n1c(C)cc(C=O)c1C,3%,3%,5%,0%,13%,0.2%,1%,-4%,4%,-1%,13
CCOC(=O)c1c(-c2ccccc2)n(C)c2ccc(O)cc12,3%,-17%,-20%,-12%,16%,-0.1%,-4%,-1%,-6%,·,13
CC(=O)N1C(O)CC(C)N1c1ccccc1 (stereo unspecified),0%,6%,-4%,-7%,16%,-0.7%,1%,6%,5%,2%,2
O=C(CSc1ccccc1F)NNC(=O)c1cncc(Br)c1,5%,5%,-19%,-4%,9%,-0.2%,0%,12%,1%,3%,·
COc1ccc(N=CC2=C(O)CC(c3ccccc3)CC2=O)c(OC)c1 (stereo unspecified),-1%,-1%,-65%,-6%,43%,-0.7%,-2%,-1%,15%,-9%,-6
CCN1CCN(Cc2c(O)ccc3c2O/C(=C\C=C\c2ccccc2OC)C3=O)CC1,?,4%,-11%,?,-35%,-0.9%,-1%,-5%,-9%,2%,16
CCN(C(=S)Nc1cccnc1)c1ccccc1,2%,-3%,-10%,-3%,-15%,-0.8%,-1%,2%,1%,4%,-2
Cc1ccc(CSCC(=O)N2CCN(c3ccc(F)cc3)CC2)cc1,2%,12%,-22%,-3%,0%,0.5%,-5%,-7%,-1%,·,?
Cc1ccc(CCNC(=O)C2CC(c3ccccc3[N+](=O)[O-])=NO2)cc1 (stereo unspecified),0%,2%,15%,1%,-12%,-0.2%,-1%,-1%,4%,8%,4
COc1ccc(S(=O)(=O)N2CCOCC2)cc1NC(=O)CSc1nnc(C2CC2)n1C,4%,-1%,-6%,-8%,?,-0.1%,0%,-6%,-1%,7%,·
COCCN(C(=S)Nc1cccc(OC)c1)C1CCN(C(C)C)CC1,4%,8%,-13%,-11%,-15%,-0.4%,-1%,2%,6%,1%,-1
O=S(=O)(c1ccccc1)N(CC1CO1)c1ccccc1 (stereo unspecified),11%,2%,0%,-3%,-4%,-0.3%,1%,8%,3%,·,-1
Cc1oc(-c2ccc(Cl)cc2)nc1CN1CCCC(C(=O)NCc2ccco2)C1 (stereo unspecified),-2%,1%,-45%,-2%,-33%,-0.2%,-6%,17%,-1%,-11%,4
COc1ccc(S(=O)(=O)N2CCOCC2)cc1C(=O)N1CCCC1,3%,6%,2%,-4%,3%,-0.3%,1%,-6%,-4%,18%,1
CCOC(=O)C1CCN(S(=O)(=O)c2cc(F)ccc2OC)CC1,1%,9%,-19%,-2%,-15%,0.1%,-1%,-4%,3%,5%,1
COc1ccccc1NC(=O)Cn1nc(-c2ccncc2)nc1SCC(=O)NC1CCCC1,9%,-4%,-64%,2%,-10%,-1.2%,10%,1%,2%,-2%,1
CC(Sc1nnc(-c2ccccc2Br)n1-c1cccc(C(F)(F)F)c1)C(N)=O (stereo unspecified),-1%,-1%,-9%,-1%,-23%,0.1%,3%,1%,2%,-5%,-4
Cc1cccc(NC(=S)NCC23C=CC(O2)C2C(=O)N(c4ccc(Cl)cc4)C(=O)C23)c1 (stereo unspecified),3%,-2%,-36%,-3%,7%,-1.7%,-2%,8%,-1%,-3%,10
CCC(C)N(C(=O)Cn1cnc2c1c(=O)n(C)c(=O)n2C)C1CCS(=O)(=O)C1 (stereo unspecified),2%,-28%,0%,-1%,9%,0.3%,2%,10%,5%,6%,-5
COCC(=O)NNC(=O)c1ccccc1OC,8%,-1%,-40%,0%,9%,-0.2%,-1%,8%,2%,2%,-1
O=[N+]([O-])c1ccc(N2CCCCC2)c(Cl)c1N1CCCCC1,2%,1%,-23%,-3%,-25%,11%,-1%,-4%,-12%,·,10
CCOC(=O)C1CCCN(C(=O)CCNS(=O)(=O)c2ccc3c(c2)CCC(=O)N3)C1 (stereo unspecified),-2%,-16%,18%,-3%,-13%,-0.5%,0%,-9%,4%,0%,-1

SMILES,USP2a inh,Eya2 inh,BRCA1 expr act,TSG101-PTAP inh,Integrin act MD,B2AR arrestin,ELG1 genotoxic,p53 reactivation,S-ASM inh,uPA generation,TRPV1 agonist
CCOc1ncccc1C(=O)OCC(=O)Nc1cc(S(=O)(=O)N2CCOCC2)ccc1Cl,0%,-3%,0%,-5%,-18%,-0.5%,2%,2%,-1%,3%,-1
CCCCCCOC(=O)CCc1c(C)nc(N)[nH]c1=O,-2%,1%,-29%,-3%,-21%,0.1%,1%,-1%,0%,-2%,?
COc1cc(OC)cc(C(=O)N2CCN(C3CCCCC3)CC2)c1,0%,-3%,-12%,-3%,-4%,-1.0%,-1%,4%,0%,-1%,0
COCCn1c(SCC(=O)c2cccc(OC)c2)nnc1-c1ccco1,0%,3%,-15%,0%,-41%,-0.1%,1%,-2%,0%,3%,-4
O=[N+]([O-])c1ccc(NN=Cc2cccc([N+](=O)[O-])c2)cc1,·,·,15%,-5%,0%,·,·,·,-3%,5%,·
Cc1noc(C)c1NC(=O)NCCN1CCN(Cc2ccccc2)CC1,0%,7%,6%,2%,20%,-0.7%,-3%,3%,-2%,3%,·
Cc1cc(C(=O)COC(=O)Cc2n[nH]c(=O)c3ccccc23)c(C)n1-c1ccc2c(c1)OCCO2,0%,-5%,-54%,-2%,-35%,?,4%,-11%,-3%,-2%,18
COc1ccc(CCOC(=O)c2ccc(N)c([N+](=O)[O-])c2)cc1,1%,-2%,-5%,-7%,-38%,-0.4%,-6%,-2%,-23%,-9%,-1
COc1ccc(N2CCN(C(=O)c3ccc(C)c(Cl)c3)CC2)cc1,·,·,-11%,-12%,9%,·,·,·,-6%,1%,6
O=C(N/N=C\c1ccc(COc2ccc([N+](=O)[O-])cc2)o1)c1ccc(Cl)cc1,-1%,10%,-28%,-6%,-9%,-0.3%,-9%,-7%,-2%,1%,-1
Nc1ccc(-c2nc3ncccc3o2)c(O)c1,-1%,-3%,5µM*,-4%,3%,0.2%,?,15%,336%[activator],?,-2
c1ccc(COc2ccc(OCCN3CCCCC3)cc2)cc1,-1%,5%,74%,-2%,-13%,-0.1%,4%,?,1%,-4%,7
COc1ccc(NC(=O)N2CCN(S(C)(=O)=O)CC2)c(OC)c1,1%,7%,15%,1%,-8%,0.5%,-4%,-5%,4%,0%,4
CCOC(=O)C1CCN(C(=O)c2oc3ccc(S(=O)(=O)N4CC(C)CC(C)C4)cc3c2C)CC1 (stereo unspecified),-8%,-26%,-23%,-6%,-17%,0.1%,?,-8%,-3%,-3%,3
COc1ccc(NC(=O)CN(Cc2ccccc2)S(C)(=O)=O)cc1,?,40%,1%,-5%,-17%,0.1%,-2%,-1%,1%,·,-1
Cc1ccc(S(=O)(=O)CCC(=O)NCc2ccccc2)cc1,1%,-5%,-5%,-1%,12%,-0.9%,0%,-2%,2%,-2%,5
CC(=O)N1c2ccc(S(=O)(=O)NCC3CCC(C(=O)NCc4ccc(C)cc4)CC3)cc2CC1C (stereo unspecified),-1%,7%,-42%,1%,-3%,0.0%,-5%,4%,0%,-17%,1
COc1ccc(/C=N/NC(=O)c2nc(Cl)c(Cl)c(N)c2Cl)cc1COc1ccc(F)cc1F,0%,6%,-65%,0%,-29%,-1.5%,·,-13%,82%[activator],0%,0
Nc1ccc(-c2nc3ccc(C(=O)O)cc3s2)cc1,4%,-5%,-88%[inhibitor],-3%,-4%,-1.1%,?,-25%,i,-5%,-2
Cc1c([N+](=O)[O-])cc(C(=O)Nc2ccc3ncccc3c2)cc1[N+](=O)[O-],1%,13%,30%,-2%,28%,0.5%,1%,29%,6%,1%,-2

# Screening results from PubChem.
